High-throughput results (PubChem BioAssay)
PKM2 act = increases activity of human pyruvate kinase M2 | P14618 | purified PKM2, Kinase-Glo ATP luminescence, activation; response scale: 0% is enzyme alone, no compound | Potency, µM (top dose mostly 57.5 µM), without a hit: at the highest dose activation, most hits filed as activators | 260,000 compounds, 0.34% hits; also: potency is read from the fitted curve at half-maximal effect; % is scaled to controls: 0 for no effect and ±100 for the full control effect; nearly all actives have a fitted effect of over 55% in size
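Purified hPK-M2 (>95% pure) converted ADP (0.1 mM final) to ATP with 0.5 mM PEP in 50 mM imidazole pH7.2, KCl, MgCl2, Tween 20, BSA; 1 h at room temperature. ATP detected by Kinase-Glo luminescence.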
Eya2 inh = Eya2 (human) phosphatase inhibition. O00167. recombinant Eya2, OMFP fluorescence dephosphorylation (OMFP is methylfluorescein phosphate). Potency, µM (top dose mostly 76.9 µM), without a hit: top-dose activity, negative = inhibition, usual class: inhibitors. 330,000 compounds, 0.006% hits. AID 488837; also: potency is read from the fitted curve at half-maximal effect; % is scaled to controls: 0 for no effect and ±100 for the full control effect
Target sequence (O00167 whole entry, looked up): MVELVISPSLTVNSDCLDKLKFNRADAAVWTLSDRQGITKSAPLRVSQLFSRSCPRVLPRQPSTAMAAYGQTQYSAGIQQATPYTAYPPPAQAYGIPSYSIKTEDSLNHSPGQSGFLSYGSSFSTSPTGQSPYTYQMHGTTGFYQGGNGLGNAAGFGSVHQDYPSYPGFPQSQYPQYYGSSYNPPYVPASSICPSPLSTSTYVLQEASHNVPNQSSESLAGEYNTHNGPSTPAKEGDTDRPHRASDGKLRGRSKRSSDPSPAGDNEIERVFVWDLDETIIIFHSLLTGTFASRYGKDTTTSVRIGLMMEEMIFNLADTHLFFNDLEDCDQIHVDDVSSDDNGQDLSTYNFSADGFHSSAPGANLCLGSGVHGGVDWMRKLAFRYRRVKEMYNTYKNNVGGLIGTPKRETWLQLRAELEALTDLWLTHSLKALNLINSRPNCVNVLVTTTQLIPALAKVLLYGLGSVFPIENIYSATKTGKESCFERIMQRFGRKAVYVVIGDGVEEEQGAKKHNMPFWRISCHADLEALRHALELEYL
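Eya2 protein (added as 0.2 uM solution) was preincubated with compound for 10 min at ambient temperature in 50 mM HEPES pH 7.5, 50 mM NaCl, 5 uM MgCl2, 0.05% BSA, 1 mM DTT. OMFP (added at 50 uM) then reacted 10 min; fluorescence read at 485/525 nm.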
MBNL1-CUG inh = blocks human MBNL1 binding to CUG repeat RNA; AID 2675; Potency, µM (highest dose often 57.5 µM), inactives show at the top dose activity change, negative = inhibition, actives largely listed as inhibitors; TR-FRET MBNL1-His/biotin-(CUG)12 binding, 665/545 ratio; 280,000 compounds, 0.036% hits; Q9NR56; active = well fitted inhibition curve with a large enough effect in the signal ratio, with a control signal flat, not every such curve was filed as active; inconclusive = small, poorly fitted or top-dose-only effect, or effect the other way, or a change in a side signal; inactive = no such curve, though single readings can be large or run the other way; the % refers to the signal ratio; also: potency is read from the fitted curve at half-maximal effect; % is scaled to controls: 0 for no effect and ±100 for the full control effect
Target sequence (Q9NR56 whole entry, looked up): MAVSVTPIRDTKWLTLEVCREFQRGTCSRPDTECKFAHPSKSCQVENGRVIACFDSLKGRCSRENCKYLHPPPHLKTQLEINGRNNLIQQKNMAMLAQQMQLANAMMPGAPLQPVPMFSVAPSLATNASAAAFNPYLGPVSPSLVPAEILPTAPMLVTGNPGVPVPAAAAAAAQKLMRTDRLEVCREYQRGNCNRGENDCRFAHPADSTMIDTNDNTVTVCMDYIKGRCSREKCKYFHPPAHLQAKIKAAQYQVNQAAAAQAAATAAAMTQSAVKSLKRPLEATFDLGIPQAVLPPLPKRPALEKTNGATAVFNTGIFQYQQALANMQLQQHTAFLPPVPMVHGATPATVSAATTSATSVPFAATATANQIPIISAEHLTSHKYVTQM
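His-tagged MBNL1 binding to biotinylated (CUG)12 RNA was measured by TR-FRET using terbium anti-His antibody (0.055 ng/ul final) and streptavidin-XL665 (5 nM final). Compounds were titrated 92 nM to 58 uM; 60 min at room temperature.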
BCR signal inh = blocks chronic active B-cell receptor signaling; ABC-DLBCL IkBa-CBG/CBR reporter, luminescence ratio, 4 h; 340,000 compounds, 0.05% hits; Potency, µM (titrated, usually from 46.1 µM), for inactives: at the top dose ratio change, negative = lower green/red ratio, usual class: inhibitors; active = well fitted inhibition curve with a large enough effect in the signal ratio, with a control signal flat, not every such curve was filed as active; inconclusive = small, poorly fitted or top-dose-only effect, or effect the other way, or a change in a side signal; the % refers to the signal ratio;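 also: potency is read from the fitted curve at half-maximal effect; plate controls were basal doxycycline-induced cells for no effect and cells given 10 µM MG132 for full effect; MG132 reads +100%, hits lower the ratio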
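TMD8 human ABC-DLBCL cells with doxycycline-inducible IκBα–green luciferase fusion and unfused red luciferase, in 0.5% FBS medium; compounds up to 46 uM, 4 h at 37C. Green/red luminescence ratio, filter-overlap corrected, fitted to concentration-response curves.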
GALK inh = inhibitors of human galactokinase; 270,000 compounds, 0.007% hits; Purified GALK, Kinase-Glo residual ATP luminescence; P51570; Potency, µM (top dose mostly 57.5 µM), inactives show at the highest dose activity change, negative = inhibition, actives largely listed as inhibitors; also: potency is read from the fitted curve at half-maximal effect; % is scaled to controls: 0 for no effect and ±100 for the full control effect
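GALK at 5 nM final was combined with compound, 35 uM ATP and 100 uM galactose in HEPES pH8.0 with MgCl2 and DTT. The reaction ran one hour at room temperature before luminescent ATP detection.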
Mito fusion act = blocks mitochondrial division or promotes mitochondrial fusion | S. cerevisiae fusion-defective mutant growth rescue, CellTiterGlo 48 h | Potency, µM (titrated, usually from 46.1 µM), for the others: at the top dose growth rescue (activation), hits mostly activators | 320,000 compounds, 0.23% hits;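 also: potency is read from the fitted curve at half-maximal effect; % of control where 0% means no effect; nearly all actives have a fitted effect of over 45% in size; temperature-sensitive fusion mutants such as fzo1-1 at 37 °C on non-fermentable ethanol glycerol medium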
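Temperature-sensitive fusion-defective S. cerevisiae (e.g. fzo1-1, mgm1-5) were grown with compound in YPEG medium (3% ethanol, 3% glycerol) for 48 hours at 37C. Growth rescue was measured as viability by CellTiterGlo luminescence after 10 minutes at ambient.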
S-ASM inh = blocks human secretory acid sphingomyelinase; P17405; placental ASM, HMU-PC fluorogenic substrate, 60 min; Potency, µM (series often up to 57.5 µM), inactives show top-dose activity change, negative = inhibition, usual class: inhibitors; 340,000 compounds, 0.006% hits; AID 504937; also: potency is read from the fitted curve at half-maximal effect
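Fluorescence read-out (Ex 386 nm, Em 447 nm) after stopping the reaction at pH 10. Enzyme: ASM from human placenta; substrate HMU-PC0, 9 uM final; 60 min, 37 °C. Compound preincubation 10 min, ambient temperature.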
Menin MLL FP TR = inhibitors of human menin-MLL interaction, mutant MLL peptide | Menin + Texas Red MLL mutant peptide, fluorescence polarization | Potency, µM (top dose mostly 61.6 µM), for the others: top-dose FP activity change, negative = inhibition, usual class: inhibitors | 270,000 compounds, 0.23% hits | AID 1768; active = well fitted inhibition curve with a large enough effect in the polarisation, with a control signal flat, not every such curve was filed as active; inconclusive = small, poorly fitted or top-dose-only effect, or effect the other way, or a change in a side signal; inactive = no such curve, though single readings can be large or run the other way; the % refers to the polarisation; also: potency is read from the fitted curve at half-maximal effect; % of control where 0% means no effect; many of its hits are not listed in these tables
TSHR antag = human thyrotropin receptor antagonism | P16473 | TSHR-expressing cells, TSH-stimulated cAMP HTRF, 2 h; hits give low values | activity change, negative = inhibition, % at 11.5 µM | 330,000 compounds, 0.2% hits | AID 504810;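 active = activity change below a set negative limit, meaning inhibition stronger than a set level, cut at about -70% in these data; inconclusive = activity change between two set negative limits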; also: % is scaled to controls: 0 for no effect and ±100 for the full control effect
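Antagonism was scored as loss of TSH-driven cAMP in TSHR cells, stimulated with 4nM TSH (EC80) for 2 hours at 37 deg C and detected by homogeneous HTRF competition immunoassay.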
KCNH2 WT inh = blocks the wildtype human KCNH2 potassium channel; Q12809; U2OS, BacMam KCNH2, thallium flux FluxOr; hits give low values; activity change, % at 1.84 µM; 340,000 compounds, 0.37% hits; AID 720551;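 active = maximum activity change below -70%; inconclusive = maximum activity change between -70% and -50%; inactive = maximum activity change above -50%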; also: % is scaled to controls: 0 for no effect and ±100 for the full control effect
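U2OS cells were transduced with wild-type KCNH2 virus (2.03 x 10^8 / mL) for 4 h at room temperature, then cultured overnight at 37 C. Thallium flux was read with FluxOr dye. Rate constants were normalized to DMSO controls.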
USP2a inh = inhibitors of human ubiquitin-specific protease USP2a | 330,000 compounds, 0.01% hits | Potency, µM (series often up to 38.3 µM), inactives show at the top dose activity change, negative = inhibition, actives largely listed as inhibitors | O75604 | AID 463254 | USP2 core, Ub-CHOP2 coupled fluorogenic reporter, 485/531;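 also: potency is read from the fitted curve at half-maximal effect; plate controls were DMSO wells for no effect and full inhibition by NEM control for full effect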
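USP2 core (10nM final) preincubated 30min RT with compound in 20mM Tris-HCl pH 8.0, 2mM CaCl2, 2mM beta-mercaptoethanol, 0.05% CHAPS; 25nM Ub-CHOP2 plus 25nM reporter substrate added, fluorescence (Ex485/Em531) read after 60min.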
Starred values were filed as active, the others as inactive; ? = inconclusive; nt = no result given; [ ] = dose if it differs, or a comment. Unless noted, calls follow the shape of the dose curve; as a rule, active = well fitted curve in the direction sought with a large enough effect; inconclusive = small, poorly fitted or top-dose-only effect, or another doubt; inactive = no such curve, though single readings can be large; an effect the other way counts as inactive or inconclusive. Only part of the results is shown; count on the stated rates, not on these rows.

SMILES	PKM2 act	Eya2 inh	MBNL1-CUG inh	BCR signal inh	GALK inh	Mito fusion act	S-ASM inh	Menin MLL FP TR	TSHR antag	KCNH2 WT inh	USP2a inh
Cc1ccnc(NC(=O)c2cccs2)c1	-33%	-10%	1%	?	1%	-3%	-1%	17%	-7	7	-1%
COc1ccc(NC(=O)C2COc3ccccc3O2)cc1 (stereo not drawn)	-5%	3%	-17%	0%	6%	26%	2%	1%	40	-5	0%
Cc1ccc(C(=O)c2oc3nc(C)cc(C)c3c2N)cc1	0%	?	?	3%	nt	22%	30%	34%[activator]	-5	13	2%
Cc1cc(C)nc(Sc2c(C)nn(-c3ccccc3)c2C)n1	-4%	-3%	12%	-2%	8%	-1%	3%	-10%	-7	-1	0%
COc1ccc2c3n([n+]([O-])c2c1)CCN=C3c1cc(Cl)c(N)c(Cl)c1	nt	-1%	nt	?	nt	16%	-10%	nt	-6	-9	1%
CC(=O)C1C(=O)c2c(cccc2[N+](=O)[O-])C1=Nc1ccccc1C (stereo not drawn)	4%	25%	?	4%	1%	-2%	nt	?	-10	nt	1%
CCN1CCN(CCNC(=O)c2cn(C(C)c3ccccc3F)nn2)CC1 (stereo not drawn)	0%	11%	0%	0%	0%	-1%	0%	-21%	13	-2	2%
Cc1ccc(CNC(=O)c2ccc(NS(=O)(=O)c3c(C)noc3C)cc2)cc1	12%	15%	-7%	5%	-3%	1%	0%	3%	14	-1	-2%
CCCCC1CCC(c2ccc(C(N)=O)cc2)CC1 (stereo not drawn)	-1%	-1%	5%	-1%	0%	0%	-1%	4%	15	-2	-7%
Cn1c(SCC(=O)NC2(C#N)CCCCC2)nnc1-c1cccnc1	-1%	1%	-2%	4%	0%	1%	nt	-3%	-2	9	2%
CS(=O)(=O)N(CC(=O)NCCSC1CCCCC1)c1ccccc1	-1%	5%	-2%	-2%	7%	3%	-5%	-6%	4	-1	0%
Cc1ccccc1OCc1occc1C(=O)Nc1cccc(-n2cnnn2)c1	nt	-10%	0%	2%	6%	4%	3%	?	0	-4	-1%
Cc1cccc(OCC(=O)NNC(=O)CCCCC(=O)NNC(=O)COc2cccc(C)c2)c1	nt	3%	-2%	0%	-8%	0%	0%	nt	-11	-4	0%
COc1ccc(CNC(=O)CCc2nc(-c3ccccc3F)no2)c(OC)c1	-2%	5%	4%	0%	2%	4%	-1%	1%	-2	4	3%
COC(=O)Cn1c(=O)c2c(nc3n2CC(C)CN3CCc2ccccc2)n(C)c1=O (stereo not drawn)	nt	13%	-1%	8%	-1%	-1%	-1%	-27%	-7	4	3%
CN(C)S(=O)(=O)c1ccc2oc(SCC(=O)c3c(N)n(C4CC4)c(=O)[nH]c3=O)nc2c1	nt	1%	nt	0%	nt	4%	1%	nt	-5	-20	1%
CCc1nc2sc3ccccc3c(=O)c2c(=O)n1Cc1ccc(OC)cc1	0%	?	4%	-4%	0%	23%	-15%	nt	-4	16	3%
O=S(=O)(c1ccc2c(c1)OCCO2)N1CCC(n2nnc3cc(C(F)(F)F)ccc32)CC1	4%	3%	4%	2%	4%	7%	-2%	7%	-13	-48	-1%
Cc1nc(N2CCN(C(=O)c3cnccn3)CC2)c2c3c(sc2n1)CC(C(C)(C)C)CC3 (stereo not drawn)	nt	7%	3%	4%	5%	-3%	6%	-10%	-5	-3	3%
Cn1c(=O)n(C)c2cc(NC(=O)COc3ccc(F)cc3)ccc21	-5%	?	6%	0%	-2%	0%	1%	-3%	1	5	0%
C=C(C)COc1ccc(-c2[nH]ncc2-c2ccc(OC)cc2)c(O)c1	-7%	?	-6%	5%	0%	9%	-16%	nt	3	-1	-8%
O=C1c2ccccc2C(=O)N1CCCOc1ccccc1	11%	12%	0%	1%	0%	11%	0%	-6%	-9	-1	-1%
Cc1ccc(-n2ncc3c2CCCC3NC(=O)CCc2cnccn2)cc1C (stereo not drawn)	-1%	6%	6%	-8%	7%	1%	3%	-14%	7	1	0%
COc1ccc(OC)c2c(C)cc(N3CCN(C(=O)c4ccc(F)cc4)CC3)nc12	0%	nt	16%	nt	8%	-2%	105%[activator]	-18%	nt	6	nt
COc1ccc(C2CC(C(F)(F)F)n3nc(C(=O)O)cc3N2)cc1OC (stereo not drawn)	2%	0%	3%	6%	-2%	0%	5%	19%	-1	1	3%
CCOCCCN(C(=O)c1ccco1)C(C(=O)NC1CCCC1)c1ccc(OC)cc1 (stereo not drawn)	-1%	-4%	-4%	8%	10%	-6%	2%	-21%	0	-16	2%
COc1ccc(CN(CC(O)COCc2ccccc2)S(=O)(=O)c2ccccc2Br)cc1OC (stereo not drawn)	nt	-6%	nt	-11%	nt	nt	-6%	nt	-18	7	-2%
CN(c1ccccc1)S(=O)(=O)c1cccc(NC(=O)CSc2nnc(N)s2)c1	1%	1%	-11%	2%	1%	-7%	-4%	6%	-14	-4	-6%
c1coc(-c2nnc3sc(-c4cccs4)nn23)c1	6%	0%	?	3%	0%	2%	-1%	-26%	3	16	3%
Cc1cccc(-n2c(=O)[nH]c3c(C(N)=O)nc(CC(C)C)nc32)c1	0%	-1%	6%	0%	0%	2%	78%[activator]	3%	-5	-9	0%
COc1ccc(NC(=O)CCN2C(=O)c3ccc([N+](=O)[O-])cc3C2=O)c(OC)c1	-7%	-3%	nt	0%	0%	0%	nt	10%	2	-3	3%
Cn1c(SCC(=O)Nc2cccc(S(=O)(=O)NC3=NCCCCC3)c2)nnc1-c1ccncc1	-4%	0%	-9%	-1%	11%	0%	12%	2%	-1	nt	-2%
CCCc1c(C(=O)Nc2ccc(F)cc2C)cnn1-c1ccccc1	1%	1%	nt	?	-1%	-26%	-2%	nt	-8	4	4%
CC(Sc1nc2ccccc2c(=O)n1CCc1ccc(S(N)(=O)=O)cc1)C(=O)NC(N)=O (stereo not drawn)	-3%	7%	-23%	?	-4%	8%	-14%	-24%	-36	12	2%
Cc1cc(N/N=C/c2ccc(O)cc2O)nc(-c2ccccc2O)n1	-6%	-11%	nt	?	-1%	1%	nt	?	-25	2	1%
O=C(/C=C/c1ccco1)Nc1nc(-c2ccccn2)cs1	8%	7%	?	?	5%	4%	7%	?	-9	-11	2%
COc1ccccc1NC(=O)c1cc2c(CO)cnc(C)c2oc1=Nc1ccc(OC)c(OC)c1	nt	9%	3%	?	0%	14%	-19%	-19%	-6	nt	0%
CCN(c1ccccc1C)S(=O)(=O)c1cc2c3c(c1)CCC(=O)N3CCC2	nt	-5%	-1%	1%	0%	17%	3%	nt	0	-10	1%
COCCNC(=S)N1CCN(C(c2ccccc2)c2ccccc2)CC1	4%	7%	-3%	0%	3%	2%	-1%	-5%	12	-1	0%
O=C1NC(=S)SC1=C1CCCCCC1	2%	15%	?	-1%	3%	0%	-9%	16%	-81*	12	7%
CCOC(=O)N1CCC(NC(=O)CS(=O)Cc2nc(-c3ccc(C)cc3)oc2C)CC1 (stereo not drawn)	nt	-7%	3%	6%	-1%	2%	0%	nt	-4	10	-9%
CCOC(=O)c1c(C)[nH]c(C(=O)COC(=O)c2c(CC)noc2C)c1C	nt	22%	nt	-16%	nt	9%	-1%	nt	-8	0	4%
COc1cccc(/C=N/Nc2ccc(C(=O)O)cc2)c1O	-46%	15%	?	?	13%	22%	131%[activator]	?	-7	7	1%
CC1=NNC(=O)C1C(c1ccccc1)C(C#N)C#N (stereo not drawn)	6%	8%	4%	?	-2%	0%	5%	2%	4	-27	2%
CCCSCCCNC(=O)Cn1nc(CC)n2c(cc3c(OC)cccc32)c1=O	nt	14%	1%	0%	3%	2%	4%	15%	-3	17	0%
